# KCNK9 inh – KCNK9 potassium channel inhibitors, primary screen, HEK293 cells, thallium flux; AID 488922, 2010; FluxOR thallium flux fluorescence; stronger effect = lower value; 310,000 tested, 1.2% active; Potassium channel subfamily K member 9 (Homo sapiens), Q9NPC2; B-score at 10 µM;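 active means ratio B-score over 3 SD below the library mean, with starting fluorescence within 5 SD of its mean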;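 further: negative B-score means less thallium flux so channel inhibition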
# Target sequence (Q9NPC2 whole entry, looked up): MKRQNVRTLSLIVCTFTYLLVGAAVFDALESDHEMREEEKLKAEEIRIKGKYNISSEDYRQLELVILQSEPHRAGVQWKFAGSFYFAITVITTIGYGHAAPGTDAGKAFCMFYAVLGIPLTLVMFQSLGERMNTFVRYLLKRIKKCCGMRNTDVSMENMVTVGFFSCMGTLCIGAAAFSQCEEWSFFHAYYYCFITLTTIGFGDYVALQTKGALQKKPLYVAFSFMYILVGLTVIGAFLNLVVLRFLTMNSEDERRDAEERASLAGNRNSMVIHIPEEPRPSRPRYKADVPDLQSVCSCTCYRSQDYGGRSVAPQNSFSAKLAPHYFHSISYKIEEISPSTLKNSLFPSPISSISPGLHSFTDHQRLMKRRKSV
# RGS4 act – RGS4 potentiators or activators, primary screen, cell-based, HEK293 M3R inducible RGS4, calcium flux; carbachol calcium flux Fluo4; stronger effect = lower value; B-score at 10 µM; 310,000 tested, 0.92% active; AID 463111, 2010;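 active means B-score of the integrated calcium signal more than 4 SD below the library mean, with starting fluorescence not abnormally high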;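 further: negative B-score means reduced calcium response which marks RGS4 activation or potentiation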
#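 Assay system: HEK293 FlpIn-TREx cells, stable M3R, doxycycline-inducible RGS4 / Probe or stimulus: carbachol, ECmax concentration / Times: overnight RGS4 induction, 30 min dye load 37 °C, 20 min compound RT / Signal: kinetic calcium fluorescence imaging with Fluo4-AM dye, 2 µM / Measure: Agonist-evoked peak-minus-minimum fluorescence over baseline, integrated ratio, B score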
# RGS4 block – RGS4 inhibitors, primary screen, cell-based, HEK293 M3R inducible RGS4, calcium flux. Regulator of G-protein signaling 4 (Homo sapiens), P49798. B-score at 10 µM. 310,000 tested, 0.45% active. Fluo-4 calcium flux; stronger effect = higher value; triggered by carbachol at its EC20;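 active means B-score, a plate-corrected calcium signal, over three deviations above library mean, with baseline fluorescence within five deviations of library mean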;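 further: RGS4 expression induced by doxycycline in cells with stable M3 receptor; B-score is computed from the integrated fluorescence ratio over baseline after carbachol; higher B-score means a larger calcium signal and so more RGS4 inhibition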
# Target sequence (P49798 whole entry, looked up): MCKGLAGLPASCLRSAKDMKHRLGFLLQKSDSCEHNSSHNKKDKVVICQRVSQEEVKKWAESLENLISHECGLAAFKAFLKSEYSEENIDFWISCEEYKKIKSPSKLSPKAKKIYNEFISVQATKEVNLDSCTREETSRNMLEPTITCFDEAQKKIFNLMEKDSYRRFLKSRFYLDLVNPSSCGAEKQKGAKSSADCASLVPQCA
# KCNQ1 inh – inhibitors of human KCNQ1 channel, primary screen, cell-based, thallium flux, high-throughput; Potassium voltage-gated channel subfamily KQT member 1 (Homo sapiens), P51787; 310,000 tested, 1.3% active; B-score at 10 µM; CHO-K1 KCNQ1, FluxOR thallium flux fluorescence; stronger effect = higher value; AID 2642, 2010;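 active means compounds whose thallium flux B-score, printed positive for inhibition, exceeds three library SD while starting fluorescence stays within three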;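 further: channel opened by potassium depolarization with thallium stimulus after 20 min compound exposure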
# KCNK3 inh – human KCNK3 channel inhibitors, primary screen, CHO cells, FluxOR thallium flux, B-score; Potassium channel subfamily K member 3 (Homo sapiens), O14649; 340,000 tested, 0.84% active; AID 602410, 2012; FluxOR fluorescence; stronger effect = lower value; B-score at 10 µM;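 active means B-score under library mean minus 4 SD, starting fluorescence ratio at most library mean plus 5 SD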;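 further: more negative B-score means stronger inhibition of thallium flux through KCNK3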
# KCNQ1 act – potentiators or activators of KCNQ1 channel, primary screen, cell-based, thallium flux, high-throughput; Potassium voltage-gated channel subfamily KQT member 1 (Homo sapiens), P51787; CHO-K1 KCNQ1, thallium flux FluxOR fluorescence; stronger effect = higher value; B-score at 10 µM; 310,000 tested, 0.35% active; AID 2648, 2010;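 active means fluorescence ratio B-score, a plate-corrected score, at least three library SD, with initial intensity B-score within 5 SD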
#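 assay system = KCNQ1-transfected CHO-K1 cells | medium = assay buffer with matched DMSO | probe or stimulus = depolarizing K+/Tl+ stimulus, K2SO4 and Tl2SO4 each 12.5 mM in 5x stock | dosing = single dose | incubation = dye 90 min, compound 20 min, room temperature | detection = kinetic FluxOR fluorescence, 10 s baseline plus 110 s post-stimulus | evaluation = ratio B score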
# HDAC3 inhib – HDAC3 deacetylase inhibitors, primary screen, biochemical, fluorescence, cell-free homogeneous; Histone deacetylase 3 (Homo sapiens), O15379; recombinant HDAC3, fluorogenic peptide/trypsin coupled; inhibition, % at 8.3 µM; 320,000 tested, 0.15% active; AID 2718, 2010; in the data active means inhibition above about 26%, passing the limit was not always enough; inconclusive means no clear call, values can overlap the other calls
# Target sequence (O15379 whole entry, looked up): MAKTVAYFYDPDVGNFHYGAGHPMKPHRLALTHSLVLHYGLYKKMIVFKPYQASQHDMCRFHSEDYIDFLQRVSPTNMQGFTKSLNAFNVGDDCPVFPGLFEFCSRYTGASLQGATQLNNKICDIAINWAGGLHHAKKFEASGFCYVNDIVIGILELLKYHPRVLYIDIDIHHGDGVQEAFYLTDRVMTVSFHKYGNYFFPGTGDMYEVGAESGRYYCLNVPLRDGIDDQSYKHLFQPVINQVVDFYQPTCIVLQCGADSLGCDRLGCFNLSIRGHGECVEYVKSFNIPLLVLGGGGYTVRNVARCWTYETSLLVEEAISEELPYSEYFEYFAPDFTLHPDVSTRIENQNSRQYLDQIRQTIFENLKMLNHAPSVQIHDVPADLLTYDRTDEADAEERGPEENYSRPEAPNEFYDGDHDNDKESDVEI
# ANO1 block – TMEM16A chloride channel inhibitors, primary screen, cell-based, HTS | Anoctamin-1 (Mus musculus), Q8BHY3 | HEK293 TMEM16A/YFP iodide influx fluorescence, ionomycin | normalized B-score (activity score, 25-100; higher = stronger inhibition) at 10 µM | 310,000 tested, 1.2% active;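 active means ratio plate-corrected score three or more library SD toward inhibition, starting fluorescence score within five deviations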;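 further: score derived from kinetic fluorescence span divided by baseline fluorescence per well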
# hERG protect – hERG rescue from dofetilide block, primary screen, cell-based, CHO-hERG, FluxOR thallium flux, dofetilide IC70; Voltage-gated inwardly rectifying potassium channel KCNH2 (Homo sapiens), Q12809; 310,000 tested, 0.51% active; dofetilide IC70 present; activation (rescue from dofetilide block), less the hit threshold, % at 10 µM; AID 1511, 2009;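 active means activation above the mean of controls blocked by dofetilide plus 5 SD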;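 further: thallium influx through hERG after potassium depolarization seen as dye fluorescence rise; in these data hits start at about 4.7%; inactives centre near -7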
# SKKanGAS inh – S. pyogenes SKKanGAS growth inhibitors in kanamycin, primary screen, streptokinase expression inhibitor project, SKKanGAS strain, BacTiter-Glo luminescence; 6 h; inhibition, % at 7.5 µM; 300,000 tested, 1.3% active; AID 1662, 2009;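 active means mean replicate score, as percent of positive control median, at least 50; inconclusive means mean below 50 but one replicate at or above 50; inactive means mean and every replicate below 50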;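 further: strain carries kanamycin resistance gene driven by streptokinase promoter and grows in 40 µg/ml kanamycin; loss of luminescence reflects streptokinase promoter inhibition or plain growth inhibition; 0% = median of DMSO wells and 100% = positive control at its reference dose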
# TMEM16A act – TMEM16A chloride channel activators or potentiators, primary screen, cell-based, HTS. HEK293 TMEM16A/YFP-H148Q/I152L, iodide quench fluorescence; stronger effect = lower value. B-score at 10 µM. 340,000 tested, 0.3% active. Anoctamin-1 (Mus musculus), Q8BHY3;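 active means fluorescence-ratio B-score plate-corrected deviation score at least 3 library SD below zero, with starting fluorescence score within 5 deviations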;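 further: channel opened by trigger with iodide after compound preincubation; score built on the fluorescence ratio of max minus min over baseline; more negative score means more quench and so TMEM16A activation or potentiation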
# * marks the source's active call; other numbers are inactive results; i = inactive; ? = inconclusive; · = not tested or not shown. Not a hit list. Share with any hit: about 6.3%.
SMILES,KCNK9 inh,RGS4 act,RGS4 block,KCNQ1 inh,KCNK3 inh,KCNQ1 act,HDAC3 inhib,ANO1 block,hERG protect,SKKanGAS inh,TMEM16A act
O=C(Cn1nnc(-c2ccc(F)cc2)n1)OCC(=O)c1ccccc1,i,i,i,i,i,i,?,i,-8.3,5.7,i
CCOC(=O)c1c(-c2ccccc2)csc1NC(=O)CSc1nncs1,i,i,i,i,i,i,1.6,i,-5.7,0.1,i
CCSc1nc2c(c(=O)[nH]1)C(c1cccnc1)C(C(=O)OC)=C(C)N2 (stereo not drawn),i,i,i,i,i,i,-2.9,i,-8.3,-3.3,i
Cn1c(=O)[nH]c(NCCc2ccc(O)cc2)c([N+](=O)[O-])c1=O,i,i,i,i,i,i,-0.9,i,-0.3,1.6,i
CCCNC(=O)CS(=O)Cc1nc(-c2ccccc2C)oc1C (stereo not drawn),i,i,i,i,i,i,0.0,i,-9.1,-5.5,i
CC(C)CCN1C(=O)c2ccc(C(=O)Nc3cc(C(=O)O)cc(C(=O)O)c3)cc2C1=O,i,i,i,i,i,i,0.3,i,-4.5,-0.8,i
CS(=O)(=O)N1CCc2cc(C(=O)Nc3ccc(O)cc3)ccc21,i,i,i,i,i,i,2.9,i,-9.2,-3.6,i
CN(C)Cc1c(C(=O)N/N=C/c2cccc3ccccc23)nnn1-c1nonc1N,i,i,i,i,i,i,10.1,i,-4.7,0.1,i
Cc1ccc(NC(=O)c2sc(N)nc2-c2ccccc2)cc1C,i,i,i,i,i,i,7.4,i,-9.2,-16.8,i
Cc1ccc(Cl)cc1NC(=O)COC(=O)C1CC1,i,i,i,i,i,i,1.5,i,-5.9,-3.8,i

# Looked up one by one from the entries so far, five records:
SMILES,KCNK9 inh,RGS4 act,RGS4 block,KCNQ1 inh,KCNK3 inh,KCNQ1 act,HDAC3 inhib,ANO1 block,hERG protect,SKKanGAS inh,TMEM16A act
Cn1c(=O)[nH]c(NCCc2ccc(O)cc2)c([N+](=O)[O-])c1=O,i,i,i,i,i,i,-0.9,i,-0.3,1.6,i
CCSc1nc2c(c(=O)[nH]1)C(c1cccnc1)C(C(=O)OC)=C(C)N2 (stereo not drawn),i,i,i,i,i,i,-2.9,i,-8.3,-3.3,i
CS(=O)(=O)N1CCc2cc(C(=O)Nc3ccc(O)cc3)ccc21,i,i,i,i,i,i,2.9,i,-9.2,-3.6,i
CCCNC(=O)CS(=O)Cc1nc(-c2ccccc2C)oc1C (stereo not drawn),i,i,i,i,i,i,0.0,i,-9.1,-5.5,i
Cc1ccc(NC(=O)c2sc(N)nc2-c2ccccc2)cc1C,i,i,i,i,i,i,7.4,i,-9.2,-16.8,i

# New compounds follow
SMILES,KCNK9 inh,RGS4 act,RGS4 block,KCNQ1 inh,KCNK3 inh,KCNQ1 act,HDAC3 inhib,ANO1 block,hERG protect,SKKanGAS inh,TMEM16A act
COc1ccc(C(=O)Nc2ccccc2C(=O)N2CCN(c3ccccc3)CC2)cc1,i,i,i,i,i,i,?,i,-12.4,0.3,i
CC1=CC(C)(C)n2c(O)c(N=NC(N)=S)c3cccc1c32,i,i,i,i,i,i,2.1,i,-7.8,-12.0,i
COCCNc1oc(Cc2cccc3ccccc23)nc1C#N,i,i,i,i,i,i,-4.0,i,-8.2,-0.7,i
CCOC(=O)C1CCN(S(=O)(=O)c2ccc(OCC)cc2)CC1,i,i,i,i,i,i,4.0,i,-5.7,-4.5,i
CC1=NN(C(N)=S)C(=O)C1N=Nc1cccc(Cl)c1C (stereo not drawn),i,i,i,i,i,41*,9.0,i,-11.2,15.4,i
COCCNC(=O)C1CC(=O)N(c2ccc(F)c(Cl)c2)C1 (stereo not drawn),i,i,i,i,i,i,·,i,-10.1,1.3,i
CCCCCCc1cc2cc(C(=O)Nc3ccccc3OC)c(=O)oc2cc1O,i,i,i,i,i,i,?,i,-4.0,5.4,i
C/C(=N/NC(=O)c1ccco1)c1ccc(NC(=O)c2ccc(F)cc2)cc1,i,i,i,i,i,i,-0.5,i,-10.3,-2.9,i
Cc1c(NS(=O)(=O)c2cc(C(=O)NCCN(C)C)ccc2Cl)c(=O)n(-c2ccccc2)n1C,i,i,i,i,i,i,5.2,i,-6.5,3.6,i
O=C(NC(Cc1ccccc1)C(=O)O)/C(=C/c1ccc(F)cc1)NC(=O)c1ccccc1 (stereo not drawn),i,i,i,i,i,i,·,i,-6.6,1.3,i
COc1ccc(S(=O)(=O)Nc2cccc(NC(C)=O)c2)cc1,i,i,i,i,i,i,-0.6,25*,-7.5,-8.6,i
Cc1ccc(NC(=O)c2cc(N3C(=O)C=CC3=O)ccc2Cl)cc1C,i,i,i,i,i,i,?,i,-13.9,-9.9,i
CS(=O)(=O)N1CCN(c2ccccc2NC(=O)Nc2cccc(Cl)c2)CC1,i,i,i,i,i,i,12.1,i,4.4,10.9,i
CCOC(=O)CN1C(=O)N[C@@H](CCc2ccccc2)C(C(C)=O)=C1C,i,i,i,i,·,i,-13.5,i,-1.5,-0.6,·
Cc1cc(NC(=O)c2ccc(NC(=O)C3CCCO3)cc2)ccc1Br (stereo not drawn),i,i,i,i,i,i,-1.4,i,-7.8,-1.0,i
CC(C)C(OC(=O)c1cccs1)C(=O)NC1CCCCC1 (stereo not drawn),i,i,i,i,i,i,3.2,i,-14.5,9.1,i
Clc1ccc2nc(CSc3ncn[nH]3)cn2c1,i,i,i,i,i,i,0.8,i,-11.0,6.2,i
CCC12CC3CC(C1)CC(C(=O)Nc1nn[nH]n1)(C3)C2,i,i,i,i,i,i,1.5,i,-9.6,0.1,i
O=C(c1cc(-c2ccccc2)nc2ccccc12)N1N=C(C(F)F)CC1(O)C(F)F (stereo not drawn),i,i,i,i,i,i,10.0,100*,-14.3,0.8,i
CCN(c1ccccc1)S(=O)(=O)c1cc(NC(=O)CSc2n[nH]c(=O)[nH]c2=O)ccc1Cl,i,i,i,i,i,i,-0.9,i,-12.4,3.8,i
Cc1ccc(CN2CCSc3sccc3C2=O)cc1,i,i,i,i,i,i,0.2,i,-7.7,14.4,i
COc1ccccc1CNC(=O)C(NS(=O)(=O)c1cccc2nsnc12)C(C)C (stereo not drawn),i,i,i,i,i,i,2.0,i,-12.1,-6.0,i
CN(C)/C=C1\Oc2ccc3ccccc3c2C1=O,i,i,i,i,i,i,0.1,i,-4.0,-5.0,i
CC(=O)N1CCC(=NNc2ccc(S(N)(=O)=O)cc2[N+](=O)[O-])CC1,i,i,i,i,i,i,4.2,i,-8.1,-5.2,i
COc1ccc(/C=C/C(=O)NNC(=O)c2cc(C)oc2C)cc1,i,i,i,i,i,i,?,i,-12.2,39.0,i
Cc1ccccc1NC(=O)NC1(C(=O)N2CCCC2)CCCCC1,i,i,i,i,i,i,-3.1,i,-10.1,-1.4,i
CN1C(=O)[C@@H]2[C@H](C1=O)[C@@H]1C(=O)Nc3ccccc3C(=O)N1[C@@H]2c1ccc(Br)cc1,i,i,i,i,i,i,-6.4,i,-5.1,-4.0,i
CN1CC(=O)N(CC(=O)NCc2ccc(F)cc2)c2ccccc2C1=O,i,i,i,i,i,i,-3.3,i,-10.4,0.9,i
CCN(CCNC(=O)C1CC(=O)N(CCc2ccccc2)C1)c1ccccc1 (stereo not drawn),i,i,i,i,i,i,7.7,i,-9.8,-5.3,i
COc1ccc(Cl)cc1C(=O)Nc1cccnc1,i,i,i,i,i,i,-7.1,i,-0.2,2.0,i
COc1cccc(NC(=O)c2ccco2)c1,i,i,i,i,i,i,3.0,i,-7.3,4.5,i
O=C1OCCC1Sc1nnc(-c2cccs2)n1Cc1ccccc1 (stereo not drawn),i,i,i,i,i,i,0.7,i,-10.0,6.5,i
CC(=O)c1c(C)[nH]c(C(=O)N(C)C(c2ccccc2)c2ccccc2)c1C,i,i,i,i,i,i,?,i,-6.0,3.8,i
O=C(COC(=O)c1ccc(Oc2ccccc2)cc1)Nc1nnc(-c2ccccc2)o1,i,i,i,i,i,i,2.2,i,-12.8,79.8*,i
COc1cccc(C(=O)Nc2ccccc2C(=O)N2CCCC2)c1,i,i,i,i,i,i,4.1,i,-8.2,-2.2,i
COCCNC(=O)C(OC(=O)c1cccs1)c1ccc(F)cc1 (stereo not drawn),i,i,i,i,i,i,5.6,i,-16.5,15.7,i
COc1ccc(CCNC(=O)COC(=O)/C=C/c2cccs2)cc1OC,i,i,i,i,i,i,0.3,i,-0.2,-1.8,i
CCC(C)(C)c1nnc(NC(=O)c2ccc([N+](=O)[O-])cc2)s1,i,i,i,i,i,i,2.7,i,-4.7,-1.9,i
CN1CCCC(OC(=O)c2cc(Br)ccc2Cl)C1 (stereo not drawn),i,i,i,i,i,i,11.1,i,-4.2,5.8,i
CC(C)Cc1nnc(NC(=O)CCC(=O)N2CCCCC2)s1,i,i,i,i,i,i,1.0,i,-1.6,-2.2,i
CCOC(=O)c1ccc2ncc(C(=O)OCC)c(Nc3ccc(N4CCOCC4)cc3)c2c1,i,-7.45*,i,i,i,i,2.9,i,-9.6,10.3,i

# Screening results (PubChem BioAssay)
